Screening data from PubChem BioAssay.
ASAP1 GAP inh – ASAP1 ArfGAP inhibition; Q9ULH1; ASAP1-stimulated ARF1 GTP hydrolysis, GDP FP detection; inhibition, % at 16.5 µM; hit rate 0.19% among 360,000; AID 624377; in the data active = inhibition above about 25%;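 also: 0% = vehicle with enzyme and substrate and 100% = no enzyme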
UHRF1 binding – UHRF1 methyl-DNA binding inhibition | Q96T88 | UHRF1 binding to methylated oligo, TR-FRET | inhibition, % at 4.4 µM | hit rate 0.75% among 370,000 | AID 687016; in the data active = inhibition above about 21%;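 also: UHRF1 SRA domain binding a hemimethylated CpG hairpin DNA probe; 0% = median of test compound wells and 100% = reference inhibitor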
ARFGAP1 inh – inhibitors of rat ARFGAP1; Q62848; Arfgap1-stimulated ARF1 GTP hydrolysis, GDP FP detection; hit rate 0.26% among 360,000; inhibition, % at 16.5 µM;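 active = inhibition above a per-plate limit, mean inhibition of low control wells plus 3 SD, cut at about 25% in these data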;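 also: 0% = DMSO wells with enzyme and 100% = wells lacking Arfgap1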
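Assay system: Rat Arfgap1 GAP domain (His6, aa 1-136), purified enzyme | Buffer or medium: HEPES 25 mM pH 7.5, NaCl 150 mM, MgCl2, DTT | Schedule: GTP hydrolysis reaction 2 h at 25 °C | Signal: FP of antibody-bound GDP Alexa 633 tracer, ex 620/em 688 nm | Measure: Percent inhibition of Arfgap1-stimulated GTP hydrolysis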
PLCg1 inh – inhibitors of human phospholipase C gamma1 | inhibition, % at 12.2 µM | purified PLC-gamma1, fluorogenic substrate, fluorescence | hit rate 0.84% among 370,000 | P19174 | AID 720700; in the data active = inhibition above about 9.5%
Tn6 DDE FP – disrupts Tn6 cyclic peptide binding to fibrin D-Dimer-E complex; Fibrin DD(E) TRITC-Tn6 fluorescence polarization displacement; inhibition, % at 8.3 µM; hit rate 0.21% among 370,000;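 active = inhibition above a per-campaign cutoff: mean of compounds within control limits plus 3 SD, cut at about 15% in these data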;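 also: 0% = median of all compound wells on the plate and 100% = blocking peptide control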
MBD2 inh – MBD2-methylated oligo binding inhibition; inhibition, % at 4.4 µM; AID 686964; Q9UBB5; hit rate 0.31% among 370,000; TR-FRET, MBD2 binding to methylated oligonucleotide; in the data active = inhibition above about 13%
KLK7 zymogen act – activates the human kallikrein-7 zymogen. purified proKLK7, EDANS-DABCYL substrate fluorescence; 100% is mature enzyme control, 0% vehicle. hit rate 0.9% among 370,000. AID 652039. P49862. activation, % at 7 µM;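 active = activation above the mean of all tested compounds plus 3 SD, computed per campaign excluding outliers beyond control limits, cut at about 13% in these data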
Tn7 DDE FP – DD(E)-Tn7 binding inhibition, primary FP screen; inhibition, % at 8.3 µM; hit rate 0.13% among 370,000; FP displacement of FITC-Tn7 peptide from fibrin DD(E); 0% = median of compound wells per plate;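 active = inhibition above the mean of compounds falling within the control limits plus 3 SD of them, cut at about 14% in these data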;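 also: 0% = plate median of compound wells and 100% = 10 µM Aha-Tn7 peptide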
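Assay system: Fibrin-DD(E) protein isolated from polymerized human fibrin clots; read-out basis: percent inhibition; medium: Tris/NaCl/CaCl2 buffer, pH 7.8; signal: FP measurement; incubation: 10 min plus 3 h, room temperature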
ADAM17 inh – inhibitors of human ADAM17. P78536. recombinant ADAM17, EDANS/DABCYL FRET peptide cleavage. inhibition, % at 6.95 µM. hit rate 0.83% among 370,000. AID 720648;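 active = inhibition above the mean of compounds lying between control limits plus 3 SD, set per campaign, cut at about 8.5% in these data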;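 also: 0% = DMSO-only wells as the low control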
PLC-beta3 inh – PLC-beta3 (human) inhibition, primary screen; Q01970; Purified PLC-beta3, fluorogenic substrate, fluorescence; inhibition, % at 12.2 µM; hit rate 0.18% among 370,000; in the data active = inhibition above about 11%;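 also: 0% = median of compound wells on plate and 100% = full blocker control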
Target sequence (Q01970 whole entry, looked up): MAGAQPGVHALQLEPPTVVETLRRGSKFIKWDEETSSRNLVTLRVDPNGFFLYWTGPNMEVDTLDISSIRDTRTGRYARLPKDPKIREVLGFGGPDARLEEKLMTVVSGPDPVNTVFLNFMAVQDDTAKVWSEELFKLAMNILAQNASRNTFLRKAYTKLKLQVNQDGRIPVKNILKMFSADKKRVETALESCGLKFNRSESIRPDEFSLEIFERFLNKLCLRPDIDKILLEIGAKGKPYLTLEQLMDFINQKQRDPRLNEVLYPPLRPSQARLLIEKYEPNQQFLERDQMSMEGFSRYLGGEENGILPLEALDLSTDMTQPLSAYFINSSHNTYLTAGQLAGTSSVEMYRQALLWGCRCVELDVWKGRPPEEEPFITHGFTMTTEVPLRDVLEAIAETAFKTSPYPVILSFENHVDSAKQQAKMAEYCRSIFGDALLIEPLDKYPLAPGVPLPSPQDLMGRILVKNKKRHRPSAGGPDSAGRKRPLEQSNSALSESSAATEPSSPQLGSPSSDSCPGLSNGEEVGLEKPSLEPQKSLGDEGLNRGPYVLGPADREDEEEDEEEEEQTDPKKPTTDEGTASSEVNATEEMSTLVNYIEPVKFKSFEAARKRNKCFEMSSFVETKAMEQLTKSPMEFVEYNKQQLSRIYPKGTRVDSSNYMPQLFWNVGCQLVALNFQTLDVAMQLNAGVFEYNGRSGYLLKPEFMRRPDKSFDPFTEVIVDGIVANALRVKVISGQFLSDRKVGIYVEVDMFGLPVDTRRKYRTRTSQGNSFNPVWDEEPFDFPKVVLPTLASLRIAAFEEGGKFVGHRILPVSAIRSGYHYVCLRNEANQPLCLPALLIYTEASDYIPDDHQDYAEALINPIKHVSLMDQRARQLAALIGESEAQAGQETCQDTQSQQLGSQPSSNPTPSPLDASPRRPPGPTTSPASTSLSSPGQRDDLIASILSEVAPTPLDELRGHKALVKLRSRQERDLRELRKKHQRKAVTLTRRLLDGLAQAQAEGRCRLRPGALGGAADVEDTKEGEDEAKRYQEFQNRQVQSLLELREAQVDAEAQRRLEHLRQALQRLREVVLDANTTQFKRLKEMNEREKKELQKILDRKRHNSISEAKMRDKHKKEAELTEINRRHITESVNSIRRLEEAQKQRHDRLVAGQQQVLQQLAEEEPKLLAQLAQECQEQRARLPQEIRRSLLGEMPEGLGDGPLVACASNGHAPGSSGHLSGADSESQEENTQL
* marks the source's active call; other numbers are inactive results; · = no result given. The order is random. About 4.1% of those tested had a hit in this group.

SMILES	ASAP1 GAP inh	UHRF1 binding	ARFGAP1 inh	PLCg1 inh	Tn6 DDE FP	MBD2 inh	KLK7 zymogen act	Tn7 DDE FP	ADAM17 inh	PLC-beta3 inh
CC(C)CN1C(=O)CN(S(C)(=O)=O)CC1(C)C(=O)NC(C)C (stereo not given)	-6	-1	4	-2	-14	-5	0.5	1	-2	2
Cn1ncc(Cl)c1C(=O)NC1CCCC1	-6	-3	-4	3	-3	-5	0.0	0	1	-4
COc1cc(C(C)=O)ccc1OCC(O)CNCC1(N2CCCCC2)CCCCC1 (stereo not given)	4	4	8	-5	-5	7	-0.4	5	-6	-1
CC(CC(=O)O)CC(=O)N1CCN(S(=O)(=O)c2cccs2)CC1 (stereo not given)	-7	-2	-4	-1	0	-6	0.5	3	-5	-4
CCn1c(O)c(N=NC(=O)c2cccc(S(=O)(=O)N3CCCCC3)c2)c2ccccc21	-13	0	12	3	2	0	-0.7	2	3	6
Cn1c(-c2ccc(F)cc2)cnc1SCC(=O)N1CCCCC1	-16	1	-3	3	-1	-5	-0.5	-2	2	4
O=C(NC1CCCC1)C(c1ccc(F)cc1)N(C(=O)c1csnn1)c1ccccc1 (stereo not given)	-2	0	-4	-3	-5	3	-0.5	1	-2	-6
CCCN(C(=O)CSc1nnnn1C)c1c(N)n(Cc2ccccc2)c(=O)[nH]c1=O	12	2	4	-1	-2	4	0.2	7	-3	-3
Cc1ccc(-c2c[n+](CC(=O)c3cccs3)c3n2CCC3)cc1	0	11	-6	-1	-1	4	0.6	-4	-2	-7
NC(=O)c1ccsc1NC(=O)CS(=O)(=O)c1ccc(F)cc1	-10	0	2	2	-1	5	0.3	7	-2	-1
N#CCNC(=O)C1c2ccccc2Oc2ccccc21	4	3	19	13*	-9	-3	-0.2	-2	2	0
CCCNC(=O)Nc1ccc(F)c(Cl)c1	-3	11	6	0	3	4	0.2	-1	2	4

Entries of single compounds, looked up by structure.
Cn1c(-c2ccc(F)cc2)cnc1SCC(=O)N1CCCCC1 is entered as ASAP1 GAP inh: -16; UHRF1 binding: 1; ARFGAP1 inh: -3; PLCg1 inh: 3; Tn6 DDE FP: -1; MBD2 inh: -5; KLK7 zymogen act: -0.5; Tn7 DDE FP: -2; ADAM17 inh: 2; PLC-beta3 inh: 4
CC(CC(=O)O)CC(=O)N1CCN(S(=O)(=O)c2cccs2)CC1 (stereo not given) is entered as ASAP1 GAP inh: -7; UHRF1 binding: -2; ARFGAP1 inh: -4; PLCg1 inh: -1; Tn6 DDE FP: 0; MBD2 inh: -6; KLK7 zymogen act: 0.5; Tn7 DDE FP: 3; ADAM17 inh: -5; PLC-beta3 inh: -4

New compounds follow.
SMILES	ASAP1 GAP inh	UHRF1 binding	ARFGAP1 inh	PLCg1 inh	Tn6 DDE FP	MBD2 inh	KLK7 zymogen act	Tn7 DDE FP	ADAM17 inh	PLC-beta3 inh
Cc1ccc(S(=O)(=O)N2CCC(C(=O)OCC(=O)N(C)CC(=O)Nc3ccc(F)cc3)CC2)cc1C	-1	0	-3	-4	-4	0	0.7	2	4	-6
Cc1ccc(S(=O)(=O)N2CCCC2C(=O)Oc2ccccc2)cc1 (stereo not given)	4	2	1	5	0	-3	0.3	-4	3	4
O=C(O)CCC(=O)/C=C/c1ccccc1	-6	-1	0	1	8	-4	0.2	-2	0	0
N#CCNc1ccc([N+](=O)[O-])cc1C#N	7	0	2	8	8	-1	-0.1	-7	1	1
Cc1ccccc1NC(=O)Cc1nc(COC(=O)CC(C)c2ccccc2)cs1 (stereo not given)	-10	1	13	3	0	20*	0.1	-6	0	-6
CCOC(=O)c1c(C)[nH]c(C(=O)COC(=O)C(C)Oc2ccc(Cl)cc2Cl)c1C (stereo not given)	1	-1	3	4	-2	3	0.6	11	-2	2
O=C(NC(=S)Nc1cc(S(=O)(=O)N2CCOCC2)ccc1O)c1ccco1	-8	1	4	-1	3	-2	0.2	-6	-1	-8
COc1ccc(C(=O)NNC(=S)NC(=O)c2cc(-c3ccccc3)nc3ccccc23)cc1	2	-6	-1	-16	2	1	-0.3	-6	2	-23
CCOC(=O)c1c2n(c3ccc(O)cc13)CCC2	10	0	1	-1	-3	0	-0.7	-2	-3	2
O=C(Nc1cccc(Cl)c1)Nc1ccccc1C(=O)NCc1ccco1	20	0	7	-56	-1	3	0.5	-1	-6	-65
Cc1ccc(-c2nn(-c3ccccc3)cc2NC(=O)CCl)cc1	-7	4	9	5	1	1	-0.4	1	0	-2
COC(=O)c1cccc(Oc2cccc(C(F)(F)F)c2)n1	2	-2	19	5	-4	-4	0.5	-7	1	4

Part of the list above in order of count of non-hydrogen atoms, smallest number first:
SMILES	ASAP1 GAP inh	UHRF1 binding	ARFGAP1 inh	PLCg1 inh	Tn6 DDE FP	MBD2 inh	KLK7 zymogen act	Tn7 DDE FP	ADAM17 inh	PLC-beta3 inh
Cc1ccc(S(=O)(=O)N2CCCC2C(=O)Oc2ccccc2)cc1 (stereo not given)	4	2	1	5	0	-3	0.3	-4	3	4
O=C(Nc1cccc(Cl)c1)Nc1ccccc1C(=O)NCc1ccco1	20	0	7	-56	-1	3	0.5	-1	-6	-65
Cc1ccccc1NC(=O)Cc1nc(COC(=O)CC(C)c2ccccc2)cs1 (stereo not given)	-10	1	13	3	0	20*	0.1	-6	0	-6

The listing continues.
SMILES	ASAP1 GAP inh	UHRF1 binding	ARFGAP1 inh	PLCg1 inh	Tn6 DDE FP	MBD2 inh	KLK7 zymogen act	Tn7 DDE FP	ADAM17 inh	PLC-beta3 inh
C/C(=N/OC(=O)c1ccc(Br)cc1)c1ccc(C)cc1	-15	-1	6	2	-3	5	-0.1	1	0	-4
COC(=O)[C@]12CCCCC=C1N(Cc1ccccc1)C(=O)[C@H](CC(=O)NCCCN1CCCC1=O)C2	-1	1	4	1	-4	7	-0.6	3	0	-1
Cc1cccc(NC(=O)CCCn2cc([N+](=O)[O-])cn2)n1	-4	-1	-4	4	8	-6	0.5	7	2	-2
COC(=O)[C@]1(Cc2ccccc2)N[C@H](c2ccc(-c3cccc(Cl)c3)c(OC)c2)[C@@H]2C(=O)N(C)C(=O)[C@@H]21	-2	1	-7	-4	-1	-1	-2.9	-7	8	-7
COc1ccc(NC(=O)c2cccnc2C(=O)O)c(OC)c1	4	-2	8	-5	6	-6	-1.4	5	7	-4
CC(SCc1ccccc1)C(=O)NN=C1CCN(C)CC1 (stereo not given)	6	-2	-10	-1	3	2	0.0	2	-5	-1
O=C(O)CN1C(=O)c2ccc(Oc3cccc4c3C(=O)N(CC(=O)O)C4=O)cc2C1=O	-6	-5	-4	-1	-3	0	0.7	0	-2	2
O=C(COC(=O)C1CCN(S(=O)(=O)c2ccc3c(c2)OCCO3)CC1)Nc1cccc2ccccc12	-12	-2	-1	3	4	6	-0.1	8	-1	0
O=C(NCC1CCCCN1)c1cc(OCC(F)(F)F)ccc1OCC(F)(F)F (stereo not given)	6	0	4	0	1	-3	-0.4	1	-4	4
CCCNC(=O)c1cc(C2CCCCN2C(=O)c2ccc(C#N)cc2)on1 (stereo not given)	-10	0	5	-2	3	4	-0.6	2	-5	-9
Cc1cc(NC(=O)C(C)SCC(=O)Nc2ccc(C(=O)OC(C)C)cc2)no1 (stereo not given)	-9	-3	-9	3	3	-1	-0.5	3	1	4
COc1cc(OC)c2c(-c3cccc(-c4ccc(C#N)cc4)c3)cc(=O)oc2c1	17	6	1	-8	4	1	-1.2	-5	-6	-9

2 consecutive compounds already listed, for reference:
SMILES	ASAP1 GAP inh	UHRF1 binding	ARFGAP1 inh	PLCg1 inh	Tn6 DDE FP	MBD2 inh	KLK7 zymogen act	Tn7 DDE FP	ADAM17 inh	PLC-beta3 inh
C/C(=N/OC(=O)c1ccc(Br)cc1)c1ccc(C)cc1	-15	-1	6	2	-3	5	-0.1	1	0	-4
COC(=O)[C@]12CCCCC=C1N(Cc1ccccc1)C(=O)[C@H](CC(=O)NCCCN1CCCC1=O)C2	-1	1	4	1	-4	7	-0.6	3	0	-1

The results go on:
SMILES	ASAP1 GAP inh	UHRF1 binding	ARFGAP1 inh	PLCg1 inh	Tn6 DDE FP	MBD2 inh	KLK7 zymogen act	Tn7 DDE FP	ADAM17 inh	PLC-beta3 inh
C[C@@H]1[C@@H](c2ccccc2)OC(O)([C@H](Cc2ccccc2)NC(=O)OC(C)(C)C)CN1C (stereo not given in full)	·	-1	·	0	7	2	·	3	0	3
CC(C)Cn1c(/C=C/c2ccco2)nc2ccccc21	-10	0	-1	-45	-1	-3	0.5	5	-31	-48
Clc1cccc(N/N=C(\Cc2nc3ccccc3[nH]2)c2ccccc2)c1	0	0	10	-57	2	-5	-0.2	-3	-4	-59
CC(C)c1nc(=S)n(-c2ccccc2)[nH]1	1	-1	-14	-2	10	-1	-0.1	3	-8	-1
CCCN(CC(=O)Nc1ccccc1C)C(=O)c1sc2ccccc2c1Cl	0	0	-6	4	-3	-4	0.4	-3	2	-5
CCOCCn1cnc2sc(C(=O)NCCCN3CCOCC3)c(C)c2c1=O	-4	0	2	1	3	5	0.4	3	-1	1
O=C(O)C1CCN(S(=O)(=O)c2cccc3nonc23)CC1	-14	1	-5	3	-2	4	-0.3	7	-2	-9
Clc1ccc(CN2CCN(N=Cc3c4ccccc4cc4ccccc34)CC2)cc1	·	-1	·	-2	4	1	-0.1	-1	3	-1
COc1ccc(C2=NN(c3nc4ccccc4s3)C(=O)/C2=C\N(C)C)cc1	0	-6	-13	-8	-8	1	-0.2	-3	2	-6
O=C1C(Cc2ccc(O)cc2)NC(=S)N1C1CCCCC1 (stereo not given)	-6	8	-4	2	-5	4	-0.2	3	-3	-7
Cc1ccc(NC(=O)c2cnccn2)cc1C	-5	-1	-16	11*	2	-4	0.7	1	3	-1
CN(C(=O)C1CCCN1S(=O)(=O)c1ccc(Cl)cc1)c1ccccc1 (stereo not given)	12	4	-4	5	3	0	0.3	-2	3	-3

The final two records of the section before lead into the next.
SMILES	ASAP1 GAP inh	UHRF1 binding	ARFGAP1 inh	PLCg1 inh	Tn6 DDE FP	MBD2 inh	KLK7 zymogen act	Tn7 DDE FP	ADAM17 inh	PLC-beta3 inh
Cc1ccc(NC(=O)c2cnccn2)cc1C	-5	-1	-16	11*	2	-4	0.7	1	3	-1
CN(C(=O)C1CCCN1S(=O)(=O)c1ccc(Cl)cc1)c1ccccc1 (stereo not given)	12	4	-4	5	3	0	0.3	-2	3	-3
Cc1cn([C@H]2C[C@H](O)[C@@H](CCC(=O)NCCc3ccc4ccccc4c3)O2)c(=O)[nH]c1=O	8	-1	-1	2	0	-3	1.0	-5	0	5
O=C(O)c1cccc2c1C(=O)c1ccccc1-2	1	0	4	-1	4	-3	0.4	-1	-1	-7
Cn1c(=O)[nH]c(=O)c2c1nc(N1CCN(CCO)CC1)n2Cc1ccccc1	0	1	-4	-2	0	3	0.0	9	-2	-7
O=C(NC1CCN(Cc2ccccc2)CC1)c1cncc(Br)c1	-10	21*	-15	-1	2	9	-0.4	4	-8	-8
COc1ccc(CC(=O)Nc2cccc(/C(C)=N/NC(=O)c3cccc([N+](=O)[O-])c3)c2)cc1	-16	4	5	0	-6	0	0.1	6	-3	-2
CCOC(=O)C1=C(C)N(C)C(=O)NC1c1c(C)nn(-c2ccc(C)cc2)c1Cl (stereo not given)	11	23*	16	0	-14	4	-0.6	1	-4	-2
